Screening results: PubChem BioAssay, several laboratories
PfM18AAP inh: PfM18AAP inhibitors, malaria aminopeptidase, primary screen, biochemical, QFRET, recombinant enzyme; inhibition, % at 7.35 µM; 1.2% of 290,000 active; H-Glu-NHMec fluorogenic cleavage; M18 aspartyl aminopeptidase (Plasmodium falciparum 3D7);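 active = inhibition above the campaign mean inhibition over all tested compounds plus 3 SD, cut at about 28% in these data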;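 also: 0% = plate median of test compound wells and 100% = 2 mM ZnCl2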
UBC9 SUMO inh: inhibitors of in vitro SUMOylation cascade, primary screen, biochemical, HTRF, uHTS; SUMO-conjugating enzyme UBC9 (Homo sapiens), P63279; HTRF SUMOylation assay, SAE1/SAE2 + UBC9; inhibition, % at 35 µM; 0.36% of 290,000 active; AID 2006, 2009; in the data active = inhibition above about 50%, passing the limit was not always enough; also: strong numbers were not always called active
IDE cell inh: human IDE inhibitors in live cells, primary screen, fluorescence polarization, HEK cells, FAbetaB substrate; Insulin-degrading enzyme (Homo sapiens), P14735; FAbetaB cleavage; inhibition, % at 5.59 µM; 0.41% of 320,000 active; AID 434962, 2010;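 active = percent inhibition above the average of all tested compounds plus 3 SD, set per screening campaign, cut at about 16% in these data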;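 also: IDE supplied by intact live HEK cells; FP after avidin binding of uncleaved biotin substrate so inhibition keeps polarization high; 0% = DMSO wells and 100% = 60 µM reference IDE inhibitor Ii1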
Target sequence (P14735 whole entry, looked up): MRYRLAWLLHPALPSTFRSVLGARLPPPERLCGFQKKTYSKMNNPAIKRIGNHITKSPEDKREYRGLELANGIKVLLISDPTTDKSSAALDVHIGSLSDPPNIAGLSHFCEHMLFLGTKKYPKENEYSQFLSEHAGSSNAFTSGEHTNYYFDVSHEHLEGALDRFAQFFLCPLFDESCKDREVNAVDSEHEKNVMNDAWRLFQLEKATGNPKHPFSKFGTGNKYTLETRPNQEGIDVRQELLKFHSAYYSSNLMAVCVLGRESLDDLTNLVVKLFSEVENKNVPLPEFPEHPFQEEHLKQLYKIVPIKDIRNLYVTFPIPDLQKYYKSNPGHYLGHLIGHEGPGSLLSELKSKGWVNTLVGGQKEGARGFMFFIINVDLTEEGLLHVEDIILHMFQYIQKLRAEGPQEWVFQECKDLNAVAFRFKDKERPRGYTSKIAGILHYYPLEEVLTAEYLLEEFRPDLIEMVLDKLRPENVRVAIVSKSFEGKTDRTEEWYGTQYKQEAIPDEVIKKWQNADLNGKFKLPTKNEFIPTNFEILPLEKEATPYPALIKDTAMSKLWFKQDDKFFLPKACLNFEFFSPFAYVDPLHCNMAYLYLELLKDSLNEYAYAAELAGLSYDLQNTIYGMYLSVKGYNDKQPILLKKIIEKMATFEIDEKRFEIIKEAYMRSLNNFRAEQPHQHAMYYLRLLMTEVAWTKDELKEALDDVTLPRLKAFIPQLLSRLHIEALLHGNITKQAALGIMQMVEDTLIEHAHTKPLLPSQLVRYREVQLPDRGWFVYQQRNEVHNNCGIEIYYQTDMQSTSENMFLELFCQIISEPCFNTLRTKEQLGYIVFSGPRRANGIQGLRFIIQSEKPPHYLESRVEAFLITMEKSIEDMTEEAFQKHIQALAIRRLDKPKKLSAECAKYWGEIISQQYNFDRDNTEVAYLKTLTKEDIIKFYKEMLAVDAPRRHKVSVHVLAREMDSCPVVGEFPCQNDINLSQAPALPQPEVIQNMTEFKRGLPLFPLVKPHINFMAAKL
IMP-1 inhibitor: IMP-1 metallo-beta-lactamase inhibitors, primary screen, biochemical, epi-absorbance readout, Pseudomonas aeruginosa enzyme | metallo-beta-lactamase IMP-1 (Pseudomonas aeruginosa) | purified IMP-1, nitrocefin hydrolysis, epi-absorbance fluorescence | inhibition, % at 5.6 µM | 0.45% of 290,000 active | AID 1556, 2009;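 active = inhibition above the mean plus 3 SD of all compounds in the same screening run, cut at about 4.5% in these data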;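 also: 0% = IMP-1 with DMSO and 100% = DMSO wells lacking enzyme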
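System: purified recombinant IMP-1 beta-lactamase. Medium: Zinc- and detergent-supplemented HEPES buffer, pH 7.1. Compound: one 5.6 µM dose […]. Schedule: 15 min preincubation plus 25 min reaction at 25 °C. Technique: Epi-absorbance fluorescence, 480 nm excitation, 530 nm emission.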
DNA FID counter: compounds displacing fluorescent DNA intercalator, primary screen, artefact control for HCV NS3 helicase inhibitor project, biochemical, FID fluorescence. DNA fluorescent intercalator displacement. inhibition, % at 7.9 µM. 0.17% of 290,000 active. AID 1845, 2009; in the data active = inhibition above about 37%;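 also: 0% = vehicle and 100% = reference compound; higher means more ethidium bromide displaced from hairpin DNA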
IDE cell activ: human IDE activators in live cells, primary screen, fluorescence polarization, HEK cells, FAbeta-B substrate; activation, % at 5.96 µM; FAbeta-B cleavage; 0% vehicle, 100% cell-free pure enzyme wells; Insulin-degrading enzyme (Homo sapiens), P14735; AID 493087, 2011; 0.073% of 340,000 active;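 active = activation above the mean of all tested compounds plus 3 SD, set per screening campaign, cut at about 17% in these data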
HCV NS3 hel inh: inhibitors of HCV NS3 helicase, primary screen, biochemical, Cy5 molecular beacon fluorescence; Hepatitis C virus NS3 helicase; NS3 helicase DNA unwinding; inhibition, % at 10.9 µM; 0.56% of 290,000 active;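 active = inhibition above the mean of all tested compounds plus 3 SD, set per campaign, cut at about 35% in these data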;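 also: 0% = DMSO wells and 100% = thioflavine S control wells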
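Assay system – hepatitis C virus NS3 helicase domain fragment enzyme · Buffer or medium – MOPS pH 6.5, MgCl2, DTT, Tween20, BSA · Reagent – Cy5/quencher beacon DNA duplex and ATP to start · Compound – single 10.9 µM dose · Timing – 1 h at 25 °C · Technique – Cy5 beacon fluorescence read at start and 1 h · Measure – % inhibition of unwinding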
VIM-2 inhibitor: VIM-2 metallo-beta-lactamase inhibitors, primary screen, biochemical, epi-absorbance readout, Pseudomonas aeruginosa enzyme | purified VIM-2, nitrocefin hydrolysis, epi-absorbance fluorescence | inhibition, % at 5.6 µM | 0.89% of 290,000 active;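 active = inhibition above the mean of all tested compounds plus 3 SD, cutoff set per screening run, cut at about 7.5% in these data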;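 also: red hydrolysis product quenches plate fluorescence so inhibitors raise well fluorescence; 0% = enzyme with DMSO and 100% = DMSO without enzyme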
pCIP destab: p/CIP-EGFP fusion destabilizers, primary screen, fluorescence, F442A cells. Q05BA5. 16 h. decrease of EGFP signal, % at 10 µM. 0.01% of 290,000 active. AID 1984, 2009;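 active = EGFP signal decrease of at least 30% at 10 µM or well 3 SD below plate mean, unless failing retest; inactive = the rest, including hits failing retest or dose response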; also: some compounds called inactive have numbers as strong as hits; many of its hits are not listed in these tables
Numbers without * were called inactive; · = no result given.

SMILES	PfM18AAP inh	UBC9 SUMO inh	IDE cell inh	IMP-1 inhibitor	DNA FID counter	IDE cell activ	HCV NS3 hel inh	VIM-2 inhibitor	pCIP destab
CCCOc1ccc(Cn2ccnc2)cc1[N+](=O)[O-]	-6.7	0.8	2.4	-4.2	1.2	-2.3	1.0	-0.9	-8.5
CCCOc1ccc(N2C(=O)CC(N3CCC(C(=O)OCC)CC3)C2=O)cc1 (stereo unspecified)	-16.5	9.5	5.3	-1.4	-21.4	0.8	12.5	-2.1	7.6
CCN(CC)CCN(C(=O)c1ccc2c(c1)CCCC2)c1nc2ccc(C)cc2s1	4.5	14.8	7.8	0.1	24.2	3.7	-29.1	-0.8	-1.9
O=C1NC(CCc2ccccc2)C(=O)N1Cc1ccccc1Cl (stereo unspecified)	-0.7	-16.5	0.8	1.5	-12.7	1.1	0.1	-2.3	-6.5
CC1CCN(c2ccc(-c3cccc(NC(=O)C(F)(F)F)c3)nn2)CC1	-13.7	5.8	-1.0	0.1	-18.9	4.8	-7.3	1.3	-2.4
Cn1c(N)c(C(=O)Nc2ccc(-c3ccccc3)cc2)sc1=S	15.6	3.4	0.4	-1.6	-6.4	-1.5	7.2	-4.2	-23.2
Cc1ccccc1-c1nc(-c2cccnc2)no1	-1.7	-10.0	-1.4	-4.7	-4.0	-0.1	14.9	-1.9	10.5
COc1ccc(OCc2nc(N)nc(Nc3cccc(C)c3C)n2)cc1	-6.4	-21.4	2.0	-1.4	-7.4	2.7	-3.9	-3.0	-5.4
O=C(Nc1ccc(-n2ccc(C(F)(F)F)n2)cc1)Nc1cccc(Cl)c1	-12.1	-17.5	-3.5	-2.5	7.6	-0.6	14.0	-3.3	-35.1
O=C1CC(c2ccccc2)n2nc(NC(=O)c3cccnc3)nc2N1 (stereo unspecified)	-4.0	-1.3	·	-2.3	1.2	·	-10.6	-0.5	-13.0
Cc1cc(-c2cc(-c3ccc(Cl)cc3)on2)nc(NCC2CC2)n1	·	1.1	1.1	·	·	1.3	·	·	-17.0
COC(=O)CSc1nnc(-c2ccccc2O)n1-c1ccc(C)cc1	-7.1	11.7	6.3	-2.6	-18.7	-0.5	-3.6	-1.3	-13.9
CCOc1ccc(/C=C2\SC(=S)N(CCC(=O)N(CCO)c3ccccc3)C2=O)cc1	-6.1	-1.6	2.2	-3.5	-27.5	5.5	-5.3	-3.4	21.4
Cc1[nH]c2ccccc2c1/C=N/NC(=O)C1CC1(c1ccccc1)c1ccccc1 (stereo unspecified)	8.7	-25.5	5.3	-3.9	1.1	5.0	-23.3	-4.2	-2.8
Cc1ccc(C(=O)NCC(=O)OC(C)C(=O)Nc2ccc(N(C)C)cc2)s1 (stereo unspecified)	10.9	-8.8	4.4	1.6	-8.1	-3.7	7.2	-1.8	11.5
Cc1ccc(S(=O)(=O)Nc2nc3ccccc3nc2NCc2ccco2)cc1	27.2	3.2	6.2	-1.8	-9.0	-8.6	36.0*	1.4	-8.4
COc1ccc(S(=O)(=O)N(CCc2ccccc2)CC(=O)O)cc1OC	-5.1	22.2	-2.4	-2.5	-17.0	1.4	2.9	-1.4	9.6
COc1ccc(CNC(=O)CCC(=O)Nc2ccc(Cl)cc2)cc1	-14.5	11.1	0.5	-0.6	-7.8	-1.8	-18.4	0.6	-11.3
COc1ccc(OC)c(C(=O)NC(CC(N)=O)c2ccc(NCCN3CCCC3)c([N+](=O)[O-])c2)c1 (stereo unspecified)	-1.7	9.3	-1.4	-4.0	5.1	2.7	-5.5	-2.4	-4.6
Cc1cccc[n+]1C1C(c2ccccc2)C(C#N)=C(C(=C=[N-])C#N)NC1(O)C1CC1 (stereo unspecified)	3.4	4.9	8.5	-2.0	1.2	2.1	2.1	-2.7	-16.7
O=C(c1ccco1)N1CCN(Cc2ccc(F)cc2Cl)CC1	-12.8	13.8	11.2	-5.0	-16.2	0.3	17.1	-3.3	-7.7
N#Cc1c(NC(=O)c2ccc(Br)o2)n(-c2ccccc2)c2nc3ccccc3nc12	11.5	95.1*	0.2	-2.0	-16.8	-11.6	8.5	-1.5	-3.6
Cc1noc(C)c1COc1cccc(C(=O)Nc2ccc(OCc3ccccc3)cc2)c1	2.9	-23.9	1.1	0.6	-7.9	5.3	-5.2	-1.4	-1.9
COc1ccc(CSc2nnc(CNS(C)(=O)=O)o2)cc1	-8.7	-2.2	-15.0	-0.7	-0.7	1.5	-1.8	-3.2	4.8
CCN(CC)CCNC(=O)C(=O)Nc1cc2c3c(c1)CCN3C(=O)CC2	-1.8	7.8	-3.5	-1.9	-1.9	7.4	12.4	-0.6	0.1

More entries follow:
SMILES	PfM18AAP inh	UBC9 SUMO inh	IDE cell inh	IMP-1 inhibitor	DNA FID counter	IDE cell activ	HCV NS3 hel inh	VIM-2 inhibitor	pCIP destab
CCOC(=O)c1cnc(N)nc1C(F)(F)F	-1.0	4.8	5.2	0.4	-3.1	2.6	6.0	-0.4	2.8
CCCOc1ccc(N2C(=O)CC(N(CCc3ccc(S(N)(=O)=O)cc3)C(C)=O)C2=O)cc1 (stereo unspecified)	0.5	4.9	2.3	-2.5	-7.8	0.6	4.8	-3.8	-17.6
CCCCC1=NN(C(=O)c2ccco2)C(O)(C(F)(F)F)C1 (stereo unspecified)	-10.6	23.3	-5.5	-1.3	-7.7	1.4	2.4	-0.3	-9.3
NNC(=O)COc1cccc2cccnc12	1.9	12.4	-1.4	-2.2	-11.7	1.6	-2.8	-1.6	2.4
CCN1CCN(S(=O)(=O)CC2(C)C3CCC2(C)C(=O)C3Br)CC1 (stereo unspecified)	-2.2	16.0	0.5	-3.2	-1.6	1.1	-2.5	-1.8	-0.3
Cc1cccc(NC(=O)CSc2nnc(-c3ccncc3)n2C)c1	-6.7	18.9	4.1	-4.9	-11.2	-6.4	6.7	-3.8	2.1
Cc1ccc(C(=O)N2CCN(C(=O)c3ccc(C)cc3)C2)cc1	1.6	7.3	2.1	-1.7	-13.4	-0.7	3.8	1.3	2.7
COc1cccc(N/C(SCc2ccccc2C)=C(/C#N)C(=O)NCc2cccs2)c1	0.5	-0.9	-1.2	-4.1	-10.2	3.2	-5.0	-1.8	-2.1
C#CCNC(=O)/C=C/c1ccc(C)cc1	2.3	-8.5	-3.2	0.0	-0.2	2.5	3.0	-1.5	-6.1
CCOC(=O)Cn1c(C)c(Br)c(COC)c(C#N)c1=O	-2.5	14.1	1.3	-1.0	-15.3	2.1	0.6	0.6	-8.3
C=C[C@@](C)(O)CC[C@@H]1[C@@]2(C)CCCC(C)(C)[C@@H]2CC[C@@]1(C)O	3.6	-20.7	-2.1	-3.1	-31.2	3.1	8.8	-3.6	-12.2
Cc1ccc(Cl)cc1NC(=O)COC(=O)CC(C)(C)C	0.0	-4.4	3.8	-1.2	-0.4	7.8	3.8	-2.3	-5.8
O=C(Cn1cc([N+](=O)[O-])cn1)N1CCCc2ccccc21	2.3	6.7	1.3	-3.2	2.1	-1.2	-4.4	-2.5	7.4
CC1=CS/C(=C(/C#N)C(=O)NCc2ccco2)N1c1ccccc1	6.2	12.3	3.0	-3.0	-3.3	-0.3	-2.6	-4.8	-13.8
COc1cc(-c2nc(-c3ccc(NC(=O)c4ccc5c(c4)OCO5)cc3)no2)cc(OC)c1OC	-1.0	5.4	3.9	-1.8	-0.5	2.0	-1.4	-2.1	0.1
Cc1cccc(N2CCN(C(=O)c3cn4ccccc4n3)CC2C)c1 (stereo unspecified)	0.6	7.3	-0.5	-4.5	-9.6	2.8	0.2	-2.0	-7.0
CCOC(=O)C(C(=O)OCC)C(C)(C)/C(C)=N\Nc1ccc([N+](=O)[O-])cc1[N+](=O)[O-]	-0.5	9.1	-5.6	-1.8	2.2	0.5	-5.1	1.7	5.9
COc1ccccc1CNc1nc(C)c(C(C)=O)s1	3.6	-0.2	2.2	-2.4	-0.9	-1.9	7.4	-2.8	-17.4
O=C(NCCCNC(=O)NC1CCCCC1)NC1CCCCC1	1.9	·	0.7	-2.5	0.0	·	5.2	-2.2	·
CCOc1ccc(S(=O)(=O)N(CC(=O)O)c2ccccc2)cc1	-4.1	-0.1	4.6	-3.4	-12.8	1.9	11.2	-1.3	-6.4
Cc1cc(N2CCN(c3ccc(F)cc3)CC2)nc2cc(O)ccc12	6.8	-2.1	0.4	-4.0	7.1	-1.4	-25.4	-5.4	4.2
CCCC(=O)c1cc(F)c(N2CCN(C(=O)OCC)CC2)cc1C	-3.4	3.6	-0.1	-2.3	-13.6	-0.5	-15.1	-1.7	2.2
N#Cc1ccc(N2CCCC2C(=O)O)c([N+](=O)[O-])c1 (stereo unspecified)	2.5	-16.9	3.9	-1.6	0.5	7.6	0.9	5.1	0.4
CC(=O)NC1CC2CCCC(C1)N2CC(=O)Nc1ccccc1 (stereo unspecified)	6.8	25.1	4.9	-4.0	0.1	3.8	0.9	-5.1	-26.9
CCCn1c(C2CCCN2c2nc(-c3ccc(C)cc3)cs2)nc2ccccc21 (stereo unspecified)	7.1	9.9	9.3	-12.0	-26.8	-5.4	-1.7	-2.4	-12.3
O=C(NC1CCCCC1)C1CCCN(S(=O)(=O)c2cccc3cccnc23)C1 (stereo unspecified)	1.3	10.4	-3.5	-0.2	-27.3	-0.2	-12.2	-1.7	-3.4
O=C(NCc1cccnc1)c1cn(-c2ccccc2)nc1-c1cccs1	-13.3	4.9	2.4	0.8	-8.1	4.4	-8.6	0.7	7.7

Shown as labelled records: entries from further up
canonical_smiles: CCOC(=O)C(C(=O)OCC)C(C)(C)/C(C)=N\Nc1ccc([N+](=O)[O-])cc1[N+](=O)[O-]
  PfM18AAP inh: -0.5
  UBC9 SUMO inh: 9.1
  IDE cell inh: -5.6
  IMP-1 inhibitor: -1.8
  DNA FID counter: 2.2
  IDE cell activ: 0.5
  HCV NS3 hel inh: -5.1
  VIM-2 inhibitor: 1.7
  pCIP destab: 5.9
canonical_smiles: COc1ccccc1CNc1nc(C)c(C(C)=O)s1
  PfM18AAP inh: 3.6
  UBC9 SUMO inh: -0.2
  IDE cell inh: 2.2
  IMP-1 inhibitor: -2.4
  DNA FID counter: -0.9
  IDE cell activ: -1.9
  HCV NS3 hel inh: 7.4
  VIM-2 inhibitor: -2.8
  pCIP destab: -17.4
canonical_smiles: O=C(NCCCNC(=O)NC1CCCCC1)NC1CCCCC1
  PfM18AAP inh: 1.9
  UBC9 SUMO inh: ·
  IDE cell inh: 0.7
  IMP-1 inhibitor: -2.5
  DNA FID counter: 0.0
  IDE cell activ: ·
  HCV NS3 hel inh: 5.2
  VIM-2 inhibitor: -2.2
  pCIP destab: ·
